Myeloid diff MLP: promotes myeloid progenitor differentiation; ER-HoxA9 myeloid progenitors, lysozyme-GFP differentiation, flow cytometry; calls only at 10 µM; actives 1% (n = 360,000);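 active means normalized GFP-positive differentiation at or above the plate's own cutoff, the solvent-only control mean plus 3 SD; inconclusive means no clear call, values can overlap the other calls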;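 further: cells exposed to compound for four days before flow analysis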
LYP inhibition: PTPN22 lymphoid phosphatase activity blockers – biochemical, fluorescence intensity, uHTS (AID 1779); inhibition, % at 11.5 µM; hits with a dose series show IC50 in µM; actives 0.054% (n = 290,000); recombinant LYP phosphatase, fluorescence intensity; higher % means a stronger effect; in the data active means inhibition above about 50%;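 further: plate controls were vehicle with enzyme for no effect and no enzyme for full effect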
HIV fusion peptide: inhibitors of HIV fusion peptide binding, primary screen, biochemical, uHTS, fluorescence dequenching (AID 1986); cell-free peptide binding, fluorescence dequenching, 30 min; higher % means a stronger effect; inhibition, % at 20 µM; hits with a dose series show IC50 in µM; actives 0.3% (n = 290,000); in the data active means inhibition mostly above about 52%, no sharp cut-off; inactive means mostly below about 76%; further: some results filed as inactive read as strong as hits
NTR1 agonist: agonists of NTR1, primary screen, imaging, U2OS cells, beta-arrestin-GFP, high content (AID 493036) | P30989 | NTR1-U2OS beta-arrestin-GFP spot imaging, agonist mode | activation, % at 20 µM | actives 0.17% (n = 330,000);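 active means activation at or above 40% of the spot to cytoplasm intensity ratio, with at least 20 cells analyzed; inconclusive means wells under 20 cells, flagged as cytotoxic or low count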;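 further: 0% = DMSO without peptide and 100% = 100 nM NTR1 peptide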
Target sequence (P30989 whole entry, looked up): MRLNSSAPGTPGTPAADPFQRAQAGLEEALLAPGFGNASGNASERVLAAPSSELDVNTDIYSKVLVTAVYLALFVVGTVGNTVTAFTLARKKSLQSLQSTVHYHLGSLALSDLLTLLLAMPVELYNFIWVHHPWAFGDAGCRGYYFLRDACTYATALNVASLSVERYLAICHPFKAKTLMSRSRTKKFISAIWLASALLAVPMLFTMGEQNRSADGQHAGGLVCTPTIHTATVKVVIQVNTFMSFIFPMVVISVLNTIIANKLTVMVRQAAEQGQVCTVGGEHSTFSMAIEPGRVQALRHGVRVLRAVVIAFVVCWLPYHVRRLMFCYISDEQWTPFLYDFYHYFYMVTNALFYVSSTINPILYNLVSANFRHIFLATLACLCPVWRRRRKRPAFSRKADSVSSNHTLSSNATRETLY
GPR35 antagonists: inhibition of zaprinast-stimulated GPR35 beta-arrestin translocation – imaging, U2OS, beta-arrestin-GFP, zaprinast agonist, primary screen (AID 2058). U2OS GPR35 beta-arrestin-GFP translocation imaging, zaprinast antagonism; higher % means a stronger effect. one-dose inhibition, % at 10 µM; IC50 in µM for titrated hits. actives 0.052% (n = 290,000);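 active means inhibition of at least 50% with at least 30 cells and total cytoplasm GFP at most 10,000,000; inconclusive means under 30 cells or total GFP of 10,000,000 plus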
GPR55 antagonists: inhibition of LPI-stimulated GPR55 beta-arrestin translocation – imaging, U2OS, beta-arrestin-GFP, LPI agonist, primary screen (AID 2013); inhibition, % at 10 µM, or IC50 in µM where a hit was titrated; U2OS GPR55 beta-arrestin-GFP translocation imaging, LPI antagonism; higher % means a stronger effect; actives 0.13% (n = 290,000);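 active means spots per cell inhibited over 60%, with over 100 cells counted and total cytoplasm intensity under 500,000; inconclusive means wells with under 100 cells, flagged as likely toxic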;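 further: U2OS cells stably carrying GPR55 and arrestin-GFP stimulated by 5 µM LPI near EC80; imaged beta-arrestin-GFP aggregate spots per cell after agonist stimulation; plate controls were LPI-stimulated DMSO wells for no effect and DMSO wells without LPI for full effect; some results filed as inactive read as strong as hits; confirmed hits need IC50 under 10 µM and bright autofluorescent wells are also inconclusive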
PhoP inhibition: PhoP-dependent GFP reporter repression – Salmonella Typhimurium, primary screen (AID 1863); actives 0.16% (n = 300,000); S. Typhimurium PhoP-regulated promoter GFP reporter, 4 h; higher % means a stronger effect; inhibition, % at 50 µM, or IC50 in µM where a hit was titrated;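 active means inhibition over 29.93%, a cutoff 3 SD above the screen mean, later confirmed by dose response; inconclusive means inhibition over 29.93% but no dose response follow-up; inactive means inhibition at most 29.93% or unconfirmed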;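 further: 0% = low Mg2+ inducing control and 100% = high Mg2+ repressing control; strong numbers were not always called active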
Siah-1 displacement: blockers of Siah-1 interaction with plectin peptide – biochemical, fluorescence polarization, rhodamine-plectin, uHTS, primary screen (AID 1817) | Siah-1 / rhodamine-plectin peptide fluorescence polarization; higher % means a stronger effect | displacement, % at 20 µM; hits with a dose series show IC50 in µM | actives 0.02% (n = 290,000);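 active means displacement of at least 50% at 20 µM, with a fluorescence ratio check between 0.3 and a set limit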;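 further: plate controls were Siah plus tracer with DMSO for no effect and tracer alone without Siah for full effect; strong numbers were not always called active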
MgcRacGAP inhibition: MgcRacGAP GTPase-activating activity inhibitors, confirmation, biochemical, ADP Hunter fluorescence. MgcRacGAP-stimulated Rac1 GTP hydrolysis, ADP Hunter fluorescence; higher % means a stronger effect; GST-tagged Rac1 F28L mutant substrate. actives 0.6% (n = 340,000). AID 624330. inhibition, % at 30 µM; hits with a dose series show IC50 in µM;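 active means first-screen hits whose inhibition reached a set limit at any dose in the follow-up dose series; inconclusive means inhibition above the set first-screen limit but never retested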;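 further: fluorescence reports GDP produced by GAP-driven GTP hydrolysis; strong numbers were not always called active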
NTR1 agonist cell count 20 µM: recorded beside NTR1 agonist, whose call it bears; cell count; measured here: cell count, cytotoxicity flag
Myeloid diff MLP GFP+ MAC1+ %: second read-out of Myeloid diff MLP, no call of its own (marks repeat the call); GFP+ MAC1+ double positive, %; measured here: differentiation confirmed by MAC1 staining
* marks the source's active call; other numbers are inactive results; i = inactive; ? = inconclusive; / = no result given.

SMILES | Myeloid diff MLP | Myeloid diff MLP GFP+ MAC1+ % | LYP inhibition | HIV fusion peptide | NTR1 agonist | NTR1 agonist cell count 20 µM | GPR35 antagonists | GPR55 antagonists | PhoP inhibition | Siah-1 displacement | MgcRacGAP inhibition
Cn1ccc(=Nc2ccc(NC(=O)c3ccc(N=c4ccn(C)c5ccc([N+](=O)[O-])cc45)cc3)cc2)cc1 | i | 0.2 | 0% | -1.8% | 0.7 | 66 | 54%* | 3% | ? | -9% | 35µM*
Cc1cc2occ(CC(=O)N(C)CC(=O)Nc3ccc(F)cc3)c2cc1C | i | 0.3 | / | / | -0.8 | 41 | / | / | 4% | / | 4%
CCC(C)NCCCOc1c(C)cc(C)cc1Br (centres undefined) | i | 0.6 | -12% | -0.8% | -1.1 | 48 | 6% | 21% | 14% | -6% | 26%
O=C(NCc1ccco1)c1nc2c(nnn2Cc2ccccc2Cl)c(=O)[nH]1 | i | 2.5 | 4% | 6.9% | 8.6 | 47 | -5% | 0% | -13% | -5% | 5%
Cc1cc(CN2CCC(n3nccc3NC(=O)c3ccccc3C)CC2)n[nH]1 | i | 5.1 | -15% | 2.2% | 0.2 | 56 | -5% | 5% | -4% | 4% | 2%
COc1ccc(N2CCN(c3ncnc4scc(-c5ccccc5)c34)CC2)cc1 | i | 0.2 | 3% | -0.3% | 5.3 | 38 | 1% | 6% | -1% | 4% | 12%
O=C(Cc1ccc([N+](=O)[O-])cc1)OCc1c(F)cccc1Cl | i | 0.7 | -11% | -3.0% | 2.3 | 60 | 2% | 3% | 1% | 2% | 7%
COc1ccccc1N1CCN(/N=C/c2ccc(OC)c(OC)c2OC)CC1 | i | 0.3 | -4% | 1.0% | -0.2 | 61 | 7% | 2% | 3% | 3% | -1%
COc1ccccc1N1CCN(C(=S)Nc2ccc(F)cc2)CC1 | / | / | -4% | -0.9% | 1.9 | 50 | -16% | -10% | 3% | 1% | 12%
O=C(Cc1cccs1)Nc1nc(-c2ccccc2)cs1 | i | 0.5 | -4% | -0.1% | -1.2 | 98 | 10% | 11% | 8% | 1% | 4%
CCN(CCCNS(=O)(=O)c1ccc2c(c1)CCN2C(C)=O)c1cccc(C)c1 | i | 2.6 | -1% | -0.2% | 0.1 | 104 | 18% | 17% | 10% | -2% | 8%
O=C(Cc1cccc2ccccc12)NN1C(=O)/C(=C\c2cccnc2)SC1=S | i | 0.7 | -8% | -0.7% | 0.2 | 57 | -6% | 5% | -1% | 10% | 3%
COC(=O)C1CC(O)CN1C(=O)Nc1cccc(C(F)(F)F)c1 (centres undefined) | i | 0.4 | -6% | 1.0% | 1.4 | 27 | 8% | 10% | -5% | 0% | 1%
CCOc1ccc(OCCCC(=O)NNC(=O)c2ccncc2)cc1 | i | 1.2 | / | / | -0.2 | 72 | / | / | -1% | / | 6%
COc1ccc(OC)c(S(=O)(=O)N2CCC(C(=O)NCC3CCCO3)CC2)c1 (centres undefined) | i | 0.8 | 2% | -2.0% | 1.6 | 53 | 1% | 12% | 2% | 1% | 9%

Full records, quoted from the list:
Results for `O=C(Cc1ccc([N+](=O)[O-])cc1)OCc1c(F)cccc1Cl` : Myeloid diff MLP: i; Myeloid diff MLP GFP+ MAC1+ %: 0.7; LYP inhibition: -11%; HIV fusion peptide: -3.0%; NTR1 agonist: 2.3; NTR1 agonist cell count 20 µM: 60; GPR35 antagonists: 2%; GPR55 antagonists: 3%; PhoP inhibition: 1%; Siah-1 displacement: 2%; MgcRacGAP inhibition: 7%
Results for `COc1ccc(OC)c(S(=O)(=O)N2CCC(C(=O)NCC3CCCO3)CC2)c1` (centres undefined) : Myeloid diff MLP: i; Myeloid diff MLP GFP+ MAC1+ %: 0.8; LYP inhibition: 2%; HIV fusion peptide: -2.0%; NTR1 agonist: 1.6; NTR1 agonist cell count 20 µM: 53; GPR35 antagonists: 1%; GPR55 antagonists: 12%; PhoP inhibition: 2%; Siah-1 displacement: 1%; MgcRacGAP inhibition: 9%

Next part.
SMILES | Myeloid diff MLP | Myeloid diff MLP GFP+ MAC1+ % | LYP inhibition | HIV fusion peptide | NTR1 agonist | NTR1 agonist cell count 20 µM | GPR35 antagonists | GPR55 antagonists | PhoP inhibition | Siah-1 displacement | MgcRacGAP inhibition
O=C(CSc1nnc(NC(=O)c2ccco2)s1)NC1CCCCC1 | i | 1.3 | 1% | -0.5% | 0.0 | 87 | 0% | 4% | -4% | -2% | 10%
OCCC1CN(Cc2ccon2)CCN1Cc1ccc(F)c(F)c1 (centres undefined) | i | 0.4 | -10% | -0.9% | 1.6 | 58 | 11% | -3% | / | -5% | -1%
CCC(Sc1nc2ccccc2c(=O)n1CC1CCCO1)C(=O)NCc1cccnc1 (centres undefined) | i | 1.0 | -3% | 0.0% | 1.1 | 78 | 18% | -9% | 4% | 8% | 4%
Cc1cccc(N(CC(=O)NC2CCCC2)C(=O)c2c(C)noc2C)c1 | i | 2.2 | -2% | 1.1% | 1.8 | 85 | -5% | 38% | 18% | 4% | 4%
CS(=O)(=NS(=O)(=O)c1ccc(Cl)cc1)c1ccccc1 (centres undefined) | i | 0.7 | -11% | -1.1% | 0.6 | 53 | -3% | 0% | 7% | -1% | -18%
O=C(/C(=C/O)N=Nc1ccccc1)c1ccc(Cl)cc1 | i | 0.4 | -1% | -2.1% | 8.5 | 47 | -14% | 11% | -1% | 2% | 10%
CCN1CCN(CC(O)COCC2COc3ccccc3O2)CC1 (centres undefined) | i | 0.6 | -8% | -2.5% | -0.1 | 78 | 7% | 10% | -1% | -1% | 8%
c1ccc(OCCCn2nnc(-c3ccncc3)n2)cc1 | i | 2.2 | 4% | 1.3% | -1.2 | 53 | 0% | -8% | 1% | -7% | 5%
CCOc1cc(S(=O)(=O)N2CCC(C(N)=O)CC2)ccc1F | i | 4.0 | -5% | 0.3% | 0.3 | 76 | 6% | 5% | -12% | 2% | -3%
CN(/N=C/c1ccc(-c2ccc([N+](=O)[O-])cc2)o1)c1ccccc1 | i | 0.7 | -6% | 9.4% | 2.2 | 54 | 33% | 10% | -12% | 6% | 8%
O=C(Nc1cc2c3c(c1)CC(=O)N3CCC2)C1CC1 | i | 1.2 | / | / | -0.2 | 65 | / | / | 5% | / | 9%
O=C(CC1SCCNC1=O)Nc1cccc([N+](=O)[O-])c1 (centres undefined) | i | 0.6 | -3% | -1.7% | -0.8 | 32 | -2% | 10% | -6% | -1% | -3%
Cc1cccc(NC(=O)CCc2c(C)nc3ncnn3c2C)n1 | i | 1.8 | -6% | -0.6% | -1.4 | 85 | -4% | 4% | 0% | 4% | 6%
CCOC(=O)c1c(C)noc1-c1ccc(Br)o1 | i | 0.6 | -9% | 0.4% | -1.0 | 54 | 20% | -12% | -7% | 3% | 17%
CCN1CCCC1CNC(=O)c1ccc(N2CCCC2=O)cc1 (centres undefined) | i | 1.4 | 3% | 4.9% | 1.9 | 59 | -18% | 11% | -9% | 1% | 6%
Cc1ccc2c(NC(=O)C3CC3)cccc2n1 | i | 0.9 | -9% | 0.5% | -0.9 | 53 | 5% | 5% | 9% | 8% | 3%
COc1ccc(-c2coc3c(CN4CCCCC4)c(O)c(CN4CCCCC4)c(O)c3c2=O)cc1 | / | / | -7% | -4.5% | -1.2 | 57 | 6% | 3% | 0% | -3% | /
O=C1CCC(C(=O)NCc2cccnc2)N1 (centres undefined) | i | 0.8 | -2% | -1.2% | 0.0 | 81 | -8% | 3% | -2% | 2% | 6%
O=C(NCCc1ccccc1)c1ccc(-c2ccccc2C(F)(F)F)o1 | / | / | -2% | -0.9% | 11 | 85 | -1% | 12% | 1% | 3% | /
NC(N)=NC1=NC(=O)C(Cc2ccccc2Cl)S1 (centres undefined) | i | 0.5 | -5% | -0.7% | -1.0 | 44 | 10% | 19% | -7% | 1% | -2%
CC(CCc1ccccc1)NC(=O)COc1ccc(S(=O)(=O)N2CCOCC2)cc1[N+](=O)[O-] (centres undefined) | i | 1.3 | 6% | -0.8% | 3.6 | 70 | -5% | -2% | 8% | -2% | 5%
CCc1nnc(NC(=O)CC(CN(C)S(=O)(=O)c2ccccc2)c2ccccc2)s1 (centres undefined) | i | 4.3 | -2% | -1.6% | -0.3 | 50 | -9% | -2% | -5% | 2% | 19%
O=C1c2ccccc2C(=O)N1n1c(=O)[nH]c2ccccc2c1=O | i | 7.8 | -5% | 0.8% | 3.0 | 52 | 4% | 3% | 1% | 0% | 5%
CCN(C(=O)COC(=O)c1ccccc1NCCO)c1cccc2ccccc12 | i | 0.2 | / | / | 8.0 | 41 | / | / | -8% | / | 1%
Cc1ccc(NC(=O)CSc2nnc(-c3ccncc3)o2)cc1 | i | 2.1 | -7% | 0.2% | -1.1 | 67 | -2% | 5% | -5% | -4% | 5%
CCCCC12CN3CC(C)(CN(C1)C3c1ccc([N+](=O)[O-])o1)C2=O (centres undefined) | i | 0.6 | -8% | -1.8% | 0.7 | 44 | -4% | 51% | 0% | -2% | 8%
Cc1ccc(NC(=O)c2ccccc2)cc1OC(=O)c1ccccc1 | i | 5.1 | -1% | 0.2% | 1.9 | 32 | 14% | 1% | -11% | 0% | -1%
Cc1ccc(N(CC(=O)NC2CCCCCC2)S(=O)(=O)c2c(C)nn(C)c2C)cc1 | i | 6.1 | -1% | 3.0% | -2.0 | 82 | -10% | 8% | 19% | 5% | 1%
Cc1ccc2oc(Nc3nc(C)c(C)c(C)n3)nc2c1 | i | 0.3 | -9% | -1.4% | 0.5 | 52 | -10% | -6% | -3% | -7% | 1%
CN(Cc1ccc(N(C)C)cc1)C(=O)c1cc2ccccc2o1 | i | 2.3 | -8% | -2.8% | -0.6 | 33 | -3% | -19% | -7% | 1% | 3%

Some values from the results shown.
NC(N)=NC1=NC(=O)C(Cc2ccccc2Cl)S1 (centres undefined) in PhoP inhibition has -7%
CCc1nnc(NC(=O)CC(CN(C)S(=O)(=O)c2ccccc2)c2ccccc2)s1 (centres undefined) in NTR1 agonist cell count 20 µM has 50
COc1ccc(-c2coc3c(CN4CCCCC4)c(O)c(CN4CCCCC4)c(O)c3c2=O)cc1 in GPR55 antagonists has 3%
CN(Cc1ccc(N(C)C)cc1)C(=O)c1cc2ccccc2o1 in GPR55 antagonists has -19%
Cc1ccc(NC(=O)c2ccccc2)cc1OC(=O)c1ccccc1 in GPR35 antagonists has 14%
CCCCC12CN3CC(C)(CN(C1)C3c1ccc([N+](=O)[O-])o1)C2=O (centres undefined) in GPR55 antagonists has 51%

Assay outcomes as filed in PubChem.
